FLuc inh – Photinus pyralis luciferase inhibition; P08659; purified P. pyralis luciferase, luminescence, biochemical; Potency, µM (series often up to 115 µM), for inactives: at the highest dose activity change, negative = inhibition, usual class: inhibitors; hit rate 2.5% among 76,000; also: potency is read from the fitted curve at half-maximal effect; nearly all actives have a fitted effect of over 65% in size
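Luminescence read by CCD imager after adding enzyme (10nM final) to wells holding compound, titrated in qHTS. Substrates 10uM each D-luciferin and ATP; buffer 50mM Tris acetate pH 7.5, 10mM Mg acetate, Tween-20, BSA.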
IP6K1 inh – inhibitors of human IP6K1 | Q92551 | IP6K1 kinase, ADP-Glo luminescence, 2 h; hits give low values | activity change, % (series mostly up to about 58 µM) | hit rate 0.81% among 140,000 | AID 1645851; in the data active = activity change below about -25%
Target sequence (Q92551 whole entry, looked up): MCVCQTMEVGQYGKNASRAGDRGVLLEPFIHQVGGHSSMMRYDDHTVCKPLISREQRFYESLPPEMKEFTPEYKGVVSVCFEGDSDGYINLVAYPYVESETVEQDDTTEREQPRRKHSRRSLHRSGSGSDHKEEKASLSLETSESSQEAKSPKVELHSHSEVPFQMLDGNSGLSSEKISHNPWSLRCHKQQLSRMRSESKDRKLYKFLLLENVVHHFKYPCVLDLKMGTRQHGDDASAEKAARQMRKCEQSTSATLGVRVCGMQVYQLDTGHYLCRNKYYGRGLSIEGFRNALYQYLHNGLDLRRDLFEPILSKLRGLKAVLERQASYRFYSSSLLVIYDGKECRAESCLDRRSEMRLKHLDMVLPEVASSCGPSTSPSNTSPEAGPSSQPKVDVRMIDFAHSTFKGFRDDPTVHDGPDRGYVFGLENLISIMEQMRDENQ
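ADP-Glo luminescence measures ADP made by human IP6K1 during a 2 h RT reaction with ATP/IP6 (mix at 1.3 mM/130 uM); top library doses 57.5 and 19.1 uM final.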
SNCA expr inh – inhibitors of alpha-synuclein (SNCA) gene expression | HEK-293 SNCA-luciferase knock-in, luminescence, 24 h | Potency, µM (highest dose often 57.2 µM), inactives show at the highest dose activity change, negative = inhibition, usual class: inhibitors | hit rate 0.17% among 140,000 | AID 1671194;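 also: potency is read from the fitted curve at half-maximal effect; plate controls were DMSO cells for no effect and cell-free wells for full effect; nearly all actives have a fitted effect of over 45% in size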
HEK293 tox – kills HEK 293 cells; Potency, µM (titrated, usually from 115 µM), for inactives: at the top dose activity change, negative = cytotoxicity, most hits filed as inhibitors; hit rate 6.6% among 94,000; HEK 293 viability, ATP luminescence (CellTiter-Glo), 48-72 h; also: potency is read from the fitted curve at half-maximal effect; nearly all actives have a fitted effect of over 60% in size
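HEK 293 cells seeded at 250 cells/well were exposed to compound for 48 or 72 hr at 37 degree Celsius. Viability taken as ATP content by CellTiter-Glo luminescence.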
HEK293 viab – reduces viability of HEK-293 SNCA reporter cells | Potency, µM (titrated, usually from 57.1 µM), inactives show at the highest dose activity change, negative = cytotoxicity, usual class: cytotoxic | hit rate 0.12% among 150,000 | HEK-293-SNCA-luc viability, GF-AFC fluorescence, 24 h;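 also: potency is read from the fitted curve at half-maximal effect; 0% = DMSO-treated cells and -100% = medium-only wells without cells; nearly all actives have a fitted effect of over 30% in size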
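HEK-293-SNCA-luc cells (1500/well) plated 24 h, then exposed 24 h to a dilution series; GF-AFC added 30 min at 37C, fluorescence 405/540 nm; normalised to medium-only and DMSO wells, Hill fit.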
3T3 cytotox – kills NIH 3T3 cells; NIH 3T3 viability, CellTiter-Glo ATP luminescence, 48-72 h; Potency, µM (series often up to 96.7 µM), inactives show top-dose activity change, negative = cytotoxicity, most hits filed as inhibitors; hit rate 4.3% among 94,000; also: potency is read from the fitted curve at half-maximal effect; nearly all actives have a fitted effect of over 55% in size
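Mouse fibroblast NIH 3T3 cells, 400 per well, received compound via pintool and were incubated for 48 or 72 hr prior to CellTiter-Glo ATP luminescence measurement.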
GPT2 inh – inhibitors of human GPT2 alanine aminotransferase; Recombinant GPT2, coupled pyruvate oxidase/HRP Amplex Red fluorescence; Potency, µM (top dose mostly 57.7 µM), for the others: at the top dose activity change, negative = inhibition, most hits filed as inhibitors; hit rate 0.25% among 100,000; also: potency is read from the fitted curve at half-maximal effect; nearly all actives have a fitted effect of over 60% in size; many of its hits are not listed in these tables
Target sequence (Q8TD30 whole entry, looked up): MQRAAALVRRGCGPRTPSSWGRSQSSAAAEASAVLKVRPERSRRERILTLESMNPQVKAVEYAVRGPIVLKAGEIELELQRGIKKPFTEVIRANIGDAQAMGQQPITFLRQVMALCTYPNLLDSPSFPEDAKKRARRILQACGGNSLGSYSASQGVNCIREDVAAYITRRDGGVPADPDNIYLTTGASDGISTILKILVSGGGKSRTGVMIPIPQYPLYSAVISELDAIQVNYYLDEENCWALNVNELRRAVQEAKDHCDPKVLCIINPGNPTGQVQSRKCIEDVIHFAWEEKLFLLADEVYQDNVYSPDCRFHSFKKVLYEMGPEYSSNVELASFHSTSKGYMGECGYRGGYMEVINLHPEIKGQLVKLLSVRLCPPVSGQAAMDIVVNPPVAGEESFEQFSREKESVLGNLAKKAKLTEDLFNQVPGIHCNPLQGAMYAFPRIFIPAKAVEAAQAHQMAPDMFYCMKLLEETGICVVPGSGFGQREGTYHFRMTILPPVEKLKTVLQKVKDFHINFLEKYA
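Fluorescence of coupled pyruvate oxidase/HRP/Amplex Red system (50uM Amplex, 30 min, dark) reports pyruvate formed by GPT2. Enzyme reaction: 10ng/uL GPT2, 2mM L-alanine, 250uM a-KG, 30 min room temperature, pH 7.5; 50uM AOA control.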
Active calls of the source: *; i = inactive; ? = inconclusive; nt = not tested or not shown; & = joins results of further samples; [ ] = dose if it differs, or a comment. Unless noted, calls follow the shape of the dose curve; as a rule, active = well fitted curve in the direction sought with a large enough effect; inconclusive = small, poorly fitted or top-dose-only effect, or another doubt; inactive = no such curve, though single readings can be large; an effect the other way counts as inactive or inconclusive. Unless noted, % is scaled to controls: 0 for no effect and ±100 for the full control effect.

SMILES	FLuc inh	IP6K1 inh	SNCA expr inh	HEK293 tox	HEK293 viab	3T3 cytotox	GPT2 inh
CC(C)(C)OC(=O)N1CCC(c2c(C(=O)NCc3ccccn3)cnn2-c2ccccc2)CC1	nt	-12	-3%	nt	-26%	nt	nt
CNC(=O)[C@@H]1CN(C(=O)Cc2ccc(OC)c(Cl)c2)C[C@H]1COC	-3%	8	-16%	-3%	15%	-3%	-2%
O=C(N[C@H]1CO[C@H]2[C@@H]1OC[C@@H]2n1nnnc1-c1ccc2c(c1)OCO2)c1ccccc1	-10%[172 µM]	3	1%[87.6 µM]	79µM*	-20%[87.6 µM]	?	0%[88.5 µM]
Cc1ccc(-n2nc3c(N4CCC(C(=O)NCCc5ccccc5)CC4)nnc(C)c3c2C)cc1	nt	14	-7%	nt	2%	nt	nt
COc1ccc(CN[C@H]2[C@H](O)[C@H](O)C[C@@H]2c2cccnc2)cc1	-10%[172 µM]	-8	-4%[87.6 µM]	-9%[172 µM]	-19%[87.6 µM]	-4%[138 µM]	-30%[88.5 µM]
Cc1ccc(C)c(NS(=O)(=O)c2cc3c4c(c2)C(C)C(=O)N4CCC3)c1 (configuration not stated)	nt	29	-14%	nt	-1%	nt	nt
COCC(=O)N1CCn2c(nn(-c3ccc([N+](=O)[O-])cc3)c2=O)C1	-8%[172 µM]	6	7%[87.6 µM]	-8%[172 µM]	4%[87.6 µM]	-28%[138 µM]	i
Cc1ccc(CNC(=O)C2CCC(CNS(=O)(=O)c3ccc4c(c3)CCCC(=O)N4)CC2)cc1 (configuration not stated)	nt	-8	7%	nt	3%	nt	nt
CC(C)CCN1CCc2nc(C(C)C)nc(-c3ccc(Cl)cc3)c2CC1	nt	14	11%	?	3%	-27%	-5%
OCC1(Cc2ccccc2F)CCCN(c2nccc(C(F)(F)F)n2)C1 (configuration not stated)	-20%	-5	7%	?	-6%	?	-2%
CN(C)CCCNC(=O)c1ccc(-c2cc(O)c3ncccc3c2)cc1	nt	10	53%[activator]	nt	-21%&-1%	nt	5%
O=C(NCC1CC1)c1cnc2n1CCN(CCc1ccccc1)CC2	-1%[172 µM]	-7	-11%[87.6 µM]	?	-6%[87.6 µM]	-21%[138 µM]	-8%[88.5 µM]
CCNc1cc(N2CCC(CCC(=O)N(CC)CC)CC2)ncn1	-11%	17	4%	?	-10%	-27%	-6%
Clc1cccc(-c2cnc([C@@H]3COCCN3C3CCCCC3)[nH]2)c1	-8%[172 µM]	1	10%[87.6 µM]	79µM*	-7%[87.6 µM]	?	?
CCOC(=O)C1CCN(c2nc3c(S(=O)(=O)c4ccccc4)nnn3c3ccsc23)CC1	nt	-5	0%	nt	1%	nt	nt
O=C(O)CCC(=O)N1CCC2(Cc3ccccc3N(C(=O)C3CCCC3)C2)C1 (configuration not stated)	nt	-16	11%	i	6%	-5%	i
Cn1nc2n(c1=O)CCC(NC(=O)c1cc(C3CC3)[nH]n1)CC2 (configuration not stated)	3%	-7	20%	2%	6%	i	i
COCCNC(=O)c1ccc2oc(-c3ccncc3)nc2c1	nt	-6	8%[87.6 µM]	-13%[172 µM]	0%[87.6 µM]	-18%[138 µM]	i
CCN(c1ccccc1)S(=O)(=O)c1ccc(NC(=O)c2nc(SC(C)C)ncc2Cl)cc1	nt	-12	18%	nt	-5%	nt	nt
COC(=O)C1=C(C)N=C2SC=C(CC(=O)NCc3ccccc3)N2C1c1cccc(F)c1 (configuration not stated)	-5%	-10	-6%	?	9%	?	i
Cc1ccccc1Oc1ncccc1CNC(=O)CCc1c(C)nn(C)c1C	-3%	-2	2%	-12%	2%	-18%	i
COCC(=O)N1CCN(C(=O)C2CCCCC2)[C@@H](C(=O)OC)C1	-1%[172 µM]	-9	15%[87.6 µM]	2%[172 µM]	-1%[87.6 µM]	-28%[174 µM]	-1%[88.5 µM]
COc1ccccc1NC(=O)N1CCc2cc(OC)c(OC)cc2C1CNC(=O)NC(C)(C)C (configuration not stated)	-1%	-6	-3%	?	3%	5%	4%
COc1ccc(C2(C(=O)NCc3ccsc3)CCOCC2)cc1	nt	-10	4%	-13%	1%	-8%	i
CC(C)(C)C(=O)N1CCC(n2c(=O)[nH]c3ccccc32)CC1	nt	-8	-33%[87.6 µM]	-23%[172 µM]	5%[87.6 µM]	-15%[138 µM]	2%[88.5 µM]
CCCC(=O)N1CCc2cc(OC)c(OC)cc2C1COc1ccc2c(C)cc(=O)oc2c1 (configuration not stated)	nt	6	29%	nt	-3%	nt	nt
CCOCC(=O)N1CCCC(c2nc(-c3ccccc3)no2)CCNC(=O)CC1 (configuration not stated)	-12%	7	-10%	?	3%	-11%	i
CC1CCC2(CC1)NC(=O)N(CC(=O)Nc1ccc(Cl)cc1C(F)(F)F)C2=O (configuration not stated)	-5%	32	32%[activator]	?	1%	-27%	?
Cc1noc(C)c1[S+](=O)([O-])N1CCCC2(CC(Cc3ccccc3)=NO2)C1 (configuration not stated)	-4%	4	2%	?	5%	-16%	0%
Cc1nc(C(=O)N2C[C@@H](COCC3CC3)[C@H](c3ccccn3)C2)co1	0%	28	30%	-12%	-5%	-17%	4%
COc1ccc(C2=CC(c3ccccc3Cl)n3nc(-c4ccc(Cl)cc4)nc3N2)cc1 (configuration not stated)	nt	8	-26%	nt	?	nt	nt
CN(C)c1cccc(-c2nccc3c(=O)cc(-c4cn[nH]c4)oc23)c1	-4%[172 µM]	-14	-11%[87.6 µM]	?	-7%[87.6 µM]	?	i
CNC(=O)[C@@H]1C[C@@H](n2cc(CNC(=O)Nc3cccc(Cl)c3C)nn2)CN1	-8%	12	-12%	-7%	1%	-6%	4%
COc1ccc(F)cc1Nc1cnc2ccc(N(C)Cc3cccnc3)nn12	-16%[172 µM]	-21	?	35µM*	?	?	?
CCNC(=O)N1CCCN(C(=O)C2CC2)C(c2ccccc2)CC(=O)NCC1 (configuration not stated)	-11%	11	9%	1%	6%	-13%	2%
O=C(NCC1CC1)C1CCc2ncc(-c3ccc(F)cc3)n2C1 (configuration not stated)	-5%	18	-3%	-5%	7%	-28%	i
Cc1ccc(C(=O)N2CC(c3nnc(-c4ccncc4)o3)C3(CCOCC3)C2)cc1F (configuration not stated)	-9%	19	-2%	-2%	8%	-3%	-38%
Cc1ccccc1NC(=O)N1CCC(CCNC(=O)c2ccc3nc[nH]c3c2)CC1	-1%	9	24%	-14%	3%	-3%	2%
COCCN1C[C@H]2CN(Cc3ccc(C(=O)O)cc3)CCN2C1=O	-7%[172 µM]	0	6%[87.6 µM]	-9%[172 µM]	9%[87.6 µM]	-17%[174 µM]	-28%[88.5 µM]
C[C@@H]1CN(C(=O)Cn2ncc(N3CCc4ccccc4C3)cc2=O)C[C@H](C)O1	0%	0	?	-23%	-21%	-8%	-27%
Cc1cnc(CC2CCCN(C(=O)N(C)C)C2)n1C(C)C (configuration not stated)	4%	-6	-9%	-11%	7%	4%	i
Cc1ccc(NC(=O)CSc2cn(CC(=O)N3CCCCCC3)c3ccccc23)cc1	nt	9	-21%	nt	-5%	nt	nt
N#Cc1ccc(C(=O)N[C@H]2CCOC[C@H]2C2CCOCC2)cn1	0%	1	-14%	-2%	0%	i	i
O=C(NCC1CCCO1)c1ccc(CN2C(=O)NC3(CCOCC3)C2=O)cc1 (configuration not stated)	0%	6	-26%	5%	6%	-5%	i
O=C(Cc1ccccn1)N1CCN(c2nc3ncccc3o2)CC1	4%[172 µM]	-12	13%[87.6 µM]	-3%[172 µM]	10%[87.6 µM]	-4%[138 µM]	4%[88.5 µM]
CSc1ccc(-c2cccc(C(=O)NCC(=O)NCCc3ccccc3)c2)cc1	nt	-1	2%	?	4%	?	i
CN(C)C(=O)c1ccc2nnc(-c3ccc(Cl)cc3)n2c1	nt	4	0%[87.6 µM]	i	2%[87.6 µM]	3%[138 µM]	i
Cc1ccc(NC(=O)[C@H]2CCC[C@H]2NC(=O)c2cnc(C)cn2)cc1	?	3	57%[activator]	-3%	8%	-11%	i
COc1cccc(CCC(=O)N2[C@@H]3CC[C@H]2CC(NC(=O)c2ccc(F)cc2)C3)c1 (some centres not stated)	-5%	2	-13%	-8%	12%	-18%	?
Cc1cnc(C2CCN(C(=O)NCC(C)C)C2)n1C(C)C (configuration not stated)	-1%	10	25%	5%	-8%	4%	i
CN1CC(=O)N(C2CCCNC2)Cc2c(NC3CCCCC3)ncnc21 (configuration not stated)	nt	4	0%	-3%	1%	i	-6%
CCN(CC)C(=O)N1CC(Oc2ccc(-c3noc(COC)n3)cc2)C1	6%	18	-10%	?	-11%	?	-8%
COCCN1C(=O)CO[C@H]2CN(CCCc3ccccc3)C[C@H]21	1%[172 µM]	10	-17%[87.6 µM]	?	-9%[87.6 µM]	?	-4%[88.5 µM]
O=C(Nc1ccc(F)cc1)Nc1nnc(SCC(=O)N2CCCCC2)s1	nt	2	-11%	nt	-2%	nt	nt
CCn1cc(C(=O)NCc2ccc(Cl)cc2)c(=O)c2cc(S(=O)(=O)N3CCc4ccccc4C3)ccc21	nt	-14	10%	nt	15%	nt	nt
CC(C)CCN1C[C@H]2[C@H](C1)[S+](=O)([O-])C(C)(C)C(=O)N2Cc1ccc(O)cc1	1%[172 µM]	6	?	-2%[172 µM]	-5%[87.6 µM]	?	-17%[88.5 µM]
CN(C)C(=O)NC1CCCN(Cc2ccc(-c3cncnc3)cc2)C1 (configuration not stated)	nt	-10	-28%[87.6 µM]	?	15%[12.5 µM]	-19%[138 µM]	i
COC(=O)c1ccc(CSc2nc3c(c(=O)[nH]2)CCC3)cc1	nt	-10	13%	nt	15%	nt	nt
COC(=O)CNC(=O)N1CCCC1c1nc(CCOCC2CC2)no1 (configuration not stated)	3%	6	?	-2%	4%	-8%	i
COCCN1CC2(CCC1=O)CCN(C(=O)C1CC=CCC1)CC2 (configuration not stated)	-6%	3	30%	3%	-1%	-2%	-1%
COc1cccc(-c2[nH]ncc2CN)c1	6%	-3	17%	3%	6%	-3%	-10%
COc1ccccc1CC(=O)N1CCC[C@H]1c1nc(-c2ccc(C)cc2)no1	?	0	5%	?	-6%	?	i
CC(C)CNC1(Cc2cc(CN(C)C)on2)COC1	8%[230 µM]	-5	-26%[87.6 µM]	-11%[230 µM]	5%[87.6 µM]	i	1%[88.5 µM]

Part of the list above, with two lines to a compound:
Each structure is followed by: FLuc inh, IP6K1 inh, SNCA expr inh, HEK293 tox, HEK293 viab, 3T3 cytotox, GPT2 inh
> CCn1cc(C(=O)NCc2ccc(Cl)cc2)c(=O)c2cc(S(=O)(=O)N3CCc4ccccc4C3)ccc21
  nt, -14, 10%, nt, 15%, nt, nt
> CN(C)C(=O)c1ccc2nnc(-c3ccc(Cl)cc3)n2c1
  nt, 4, 0%[87.6 µM], i, 2%[87.6 µM], 3%[138 µM], i

Part of the list above, as a markdown table.
| structure | FLuc inh | IP6K1 inh | SNCA expr inh | HEK293 tox | HEK293 viab | 3T3 cytotox | GPT2 inh |
| --- | --- | --- | --- | --- | --- | --- | --- |
| COCCN1CC2(CCC1=O)CCN(C(=O)C1CC=CCC1)CC2 (configuration not stated) | -6% | 3 | 30% | 3% | -1% | -2% | -1% |
| COc1cccc(-c2[nH]ncc2CN)c1 | 6% | -3 | 17% | 3% | 6% | -3% | -10% |
